High-throughput results (PubChem)
tim23-1 inh = growth inhibitors of tim23-1 mutant yeast, primary screen, luminescence, uHTS; S. cerevisiae tim23-1 growth, BacTiter-Glo luminescence, 24 h; inhibition, % at 20 µM; 330,000 compounds, 1.3% hits; AID 463212, 2010;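 active means growth inhibition of the mutant yeast at or above 50%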;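 further: temperature-sensitive mutant grown at 25 °C; plate controls were DMSO-treated mutant yeast for no effect and medium wells lacking yeast for full effect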
tim10-1 inh = growth inhibitors of tim10-1 mutant yeast, primary screen, luminescence, uHTS. S. cerevisiae tim10-1 ts strain growth, BacTiter-Glo, 24 h. inhibition, % at 20 µM. 330,000 compounds, 2.2% hits;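 active means inhibition of at least 40%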;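 further: mutant grown at 25 °C; 0% = DMSO wells with yeast and 100% = wells holding no yeast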
Jurkat NFkB inh = inhibitors of induced NF-kB luciferase reporter, primary screen, TCR NF-kB activation inhibitor project, cell-based, luminescence, uHTS. inhibition, % at 4 µM. Jurkat, PMA/ionomycin-induced NF-kB luciferase reporter. 330,000 compounds, 0.53% hits. AID 435003, 2010; in the data active means inhibition above about 50%
XBP1 UPR activ = activators of adaptive XBP1 UPR arm, primary screen, cell-based, CHO-XBP1 luciferase reporter, luminescence, uHTS | IRE1-XBP1 UPR activation; percent of tunicamycin response, DMSO as zero | 330,000 compounds, 0.33% hits | activation, % at 20 µM;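 active means versus positive control, 20 µM dose yields 30% or more activation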;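 further: 100% = tunicamycin at 10 µg/mL and 0% = DMSO only wells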
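Signal: luciferase luminescence; Assay system: CHO-XBP1 luciferase reporter cells; Amount: one thousand reporter cells per well; Dosing: 20 µM single concentration, DMSO 1%; Benchmarks: high control tunicamycin 10 µg/mL final, low control DMSO vehicle only; Schedule: 6 h compound exposure at 37 °C, 5% CO2; Evaluation: percent activation relative to tunicamycin reference.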
CHOP UPR activ = activators of apoptotic CHOP UPR arm, primary screen, cell-based, CHO-CHOP luciferase reporter, luminescence, uHTS. UPR activation; percent of tunicamycin response over DMSO baseline. activation, % at 10 µM. 330,000 compounds, 0.34% hits. AID 449763, 2010;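 active means at 10 µM dose, activation of 40% or more, normalized to positive control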;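 further: 100% = tunicamycin at 10 µg/mL and 0% = DMSO alone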
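Assay system: CHO-CHOP cells, stable luciferase reporter of PERK-eIF2a-CHOP signalling / Buffer or medium: F12 plus 10% serum / Compound dosing: one dose, 10 µM in 0.5% DMSO / Times: 6 h compound treatment, 37 °C / Technique: luciferase luminescence / Read-out: % reporter activation, DMSO baseline versus tunicamycin full activation / Benchmarks: tunicamycin and DMSO controls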
697 NFkB inh = inhibitors of PMA/ionomycin-induced NF-kB reporter, 697 cells, primary screen, B-cell NF-kB inhibitor project, cell-based, luminescence, uHTS; 697 B-cell NF-kB luciferase reporter, 16 h; inhibition, % at 4 µM; 330,000 compounds, 0.33% hits; in the data active means inhibition above about 35%
Mdm2-MdmX inh = inhibitors of human Mdm2-MdmX association, primary screen, cell-based, luminescence, split luciferase, SaOS-2, uHTS | Protein Mdm4 (Homo sapiens) + E3 ubiquitin-protein ligase Mdm2 (Homo sapiens), … | SaOS-2 split-luciferase Mdm2/MdmX complementation | inhibition, % at 8 µM | 330,000 compounds, 3% hits;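 active means inhibition of at least 50% at 8 µM in the primary screen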
Target sequence (O15151 whole entry, looked up): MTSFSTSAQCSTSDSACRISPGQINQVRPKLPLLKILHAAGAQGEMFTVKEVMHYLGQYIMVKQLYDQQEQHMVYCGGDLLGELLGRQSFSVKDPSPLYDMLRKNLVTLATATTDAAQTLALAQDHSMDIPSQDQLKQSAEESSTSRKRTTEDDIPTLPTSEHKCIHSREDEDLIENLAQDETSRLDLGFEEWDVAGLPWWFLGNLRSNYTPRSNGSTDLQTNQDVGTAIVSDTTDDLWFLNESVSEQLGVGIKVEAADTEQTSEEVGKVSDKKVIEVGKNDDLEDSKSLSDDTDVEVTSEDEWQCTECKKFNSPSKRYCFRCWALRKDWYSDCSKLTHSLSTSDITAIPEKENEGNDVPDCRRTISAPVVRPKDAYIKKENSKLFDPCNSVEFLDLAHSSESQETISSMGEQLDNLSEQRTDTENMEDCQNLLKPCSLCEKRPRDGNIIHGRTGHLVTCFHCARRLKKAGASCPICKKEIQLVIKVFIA
Target sequence (Q00987 whole entry, looked up): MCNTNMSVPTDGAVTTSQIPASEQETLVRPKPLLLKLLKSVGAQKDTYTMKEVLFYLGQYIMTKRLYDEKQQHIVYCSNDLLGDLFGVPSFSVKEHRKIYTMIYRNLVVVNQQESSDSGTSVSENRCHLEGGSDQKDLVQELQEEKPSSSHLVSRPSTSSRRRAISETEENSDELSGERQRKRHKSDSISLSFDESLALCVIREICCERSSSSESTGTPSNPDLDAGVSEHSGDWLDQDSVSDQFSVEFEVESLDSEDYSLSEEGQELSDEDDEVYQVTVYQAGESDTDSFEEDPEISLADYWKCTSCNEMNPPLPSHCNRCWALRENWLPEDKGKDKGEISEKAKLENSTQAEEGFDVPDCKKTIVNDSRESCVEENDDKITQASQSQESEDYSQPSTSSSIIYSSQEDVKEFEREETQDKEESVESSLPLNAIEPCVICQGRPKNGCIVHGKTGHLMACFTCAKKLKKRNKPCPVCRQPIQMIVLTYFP
TIM10 inh = growth inhibitors of isogenic TIM10 control yeast, primary screen, counter-screen for tim10-1 yeast inhibitor project, luminescence, uHTS. S. cerevisiae TIM10 strain growth, BacTiter-Glo luminescence, 24 h. inhibition, % at 10 µM. 330,000 compounds, 1.4% hits. AID 463195, 2010;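 active means inhibition of 40% or more at the single tested concentration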;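 further: wild-type TIM10 isogenic control strain grown at permissive 25 °C; 0% = DMSO yeast wells and 100% = minimal medium wells without yeast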
Active calls of the source: *.

1: CCOc1ccccc1NC(=O)C(OC(=O)c1ccccc1NS(=O)(=O)c1cccs1)c1ccccc1 (stereo not drawn)
2: COc1ccc(S(=O)(=O)N2CCCC(C(=O)NCc3cccnc3)C2)cc1 (stereo not drawn)
3: COc1cnn(-c2ccc([N+](=O)[O-])cc2)c(=O)c1Cl
4: CCOC(=O)C(NC(=O)CC(C)C)(Nc1sc(C)c(CC)c1C#N)C(F)(F)F (stereo not drawn)
5: Cn1c(=O)c2c(nc(Br)n2CC(=O)C23CC4CC(CC(C4)C2)C3)n(C)c1=O
6: CN(C)S(=O)(=O)c1ccc(Cl)c(NC(=O)COC(=O)/C=C/c2cnc3ccccc3n2)c1
7: CCOCCc1nnc(NC(=O)CCC2CCCCC2)s1
8: CCOC(=O)c1c(NC(=O)COC(=O)Cc2ccccc2[N+](=O)[O-])sc(C(=O)N(C)C)c1C
screen / no.	1	2	3	4	5	6	7	8
tim23-1 inh	0	2	-4	28	48	6	30	3
tim10-1 inh	2	-2	11	9	19	3	17	-8
Jurkat NFkB inh	6	10	-24	4	-17	-2	-1	-4
XBP1 UPR activ	0	-4	-1	-2	0	4	0	-2
CHOP UPR activ	0.2	2.6	-1.4	1.3	-2.4	3.0	4.2	0.1
697 NFkB inh	-2	23	-7	-2	-13	21	13	-1
Mdm2-MdmX inh	5	-11	21	2	4	-5	18	15
TIM10 inh	10	2	-7	10	16	2	14	-5

Arranged by heavy-atom count (smallest number first): some entries from above
3: COc1cnn(-c2ccc([N+](=O)[O-])cc2)c(=O)c1Cl
5: Cn1c(=O)c2c(nc(Br)n2CC(=O)C23CC4CC(CC(C4)C2)C3)n(C)c1=O
6: CN(C)S(=O)(=O)c1ccc(Cl)c(NC(=O)COC(=O)/C=C/c2cnc3ccccc3n2)c1
screen / no.	3	5	6
tim23-1 inh	-4	48	6
tim10-1 inh	11	19	3
Jurkat NFkB inh	-24	-17	-2
XBP1 UPR activ	-1	0	4
CHOP UPR activ	-1.4	-2.4	3.0
697 NFkB inh	-7	-13	21
Mdm2-MdmX inh	21	4	-5
TIM10 inh	-7	16	2

Additional structures
9: CCOC(=O)C1=C(C)Nc2ncnn2C1c1ccc(N(C)C)cc1 (stereo not drawn)
10: O=C(CN1c2cccc3cccc(c23)S1(=O)=O)NCc1ccc2c(c1)OCO2
11: CC(C)c1ccc(NC(=O)CN(Cc2ccccc2)S(C)(=O)=O)cc1
12: CON(C)C(=O)/C=C/CCCCNC(=O)OC(C)(C)C
13: Cc1cccc(C(=O)NCC(=O)OCC(=O)N2CCCCC2)c1
14: COc1cc(OC)c(OC)cc1CN1CCN(Cc2ccc(C(F)(F)F)cc2)CC1
15: CC(NC(=O)c1cccs1)C(=O)NC1=NCCS1 (stereo not drawn)
16: O=C(CSc1nnnn1Cc1ccccc1)NCCc1ccccc1
screen / no.	9	10	11	12	13	14	15	16
tim23-1 inh	12	27	35	28	-4	-10	16	17
tim10-1 inh	-9	2	25	6	4	-3	5	11
Jurkat NFkB inh	-1	9	-14	-2	-13	10	-13	-3
XBP1 UPR activ	-3	-1	-2	1	-1	-5	0	-1
CHOP UPR activ	-0.7	0.0	-0.5	-0.7	-0.8	-0.1	0.4	0.9
697 NFkB inh	5	2	-55	-6	2	-7	-24	1
Mdm2-MdmX inh	-13	7	-13	7	2	-1	21	-18
TIM10 inh	-2	10	23	0	-22	3	13	-20

17: O=C(CSc1nnc(NC(=O)c2ccc(F)cc2)s1)NC1CCCC1
18: COc1cc2cc(CN(Cc3cccnc3)C(=O)Nc3ccccc3)c(=O)[nH]c2cc1OC
19: CC(=O)N1CCN(C(=O)c2ccc(NS(=O)(=O)c3ccc4c(c3)OCCO4)cc2)CC1
20: CC(NC(=O)C1CCN(C(=O)[C@@H]2Cc3ccccc3CN2C(=O)OC(C)(C)C)CC1)c1ccccc1 (stereo partly drawn)
21: COc1ccc(C2=NN(CC(=O)NCC(OC)OC)C(=O)CC2)cc1
22: Cc1ccccc1NC(=O)C(=O)Nc1ccccc1C
23: CCN(CC(=O)NCc1cccs1)C(=O)c1cc(S(=O)(=O)NCc2ccccc2)ccc1C
24: C[C@@H]1CC=C[C@H]2[C@H]1C(=O)N(Cc1ccccc1)[C@H]2c1ccc2ccccc2c1
screen / no.	17	18	19	20	21	22	23	24
tim23-1 inh	-3	0	3	8	4	4	-10	40
tim10-1 inh	-17	2	-27	12	-2	-12	-20	46*
Jurkat NFkB inh	14	9	2	5	-15	-62	-7	6
XBP1 UPR activ	0	1	-3	-5	-2	-4	-2	-4
CHOP UPR activ	2.0	5.4	0.9	-0.7	-0.2	3.6	10.0	2.5
697 NFkB inh	-48	20	5	12	1	-126	-13	-103
Mdm2-MdmX inh	-1	26	22	13	9	-17	10	25
TIM10 inh	-5	-2	5	14	-16	-4	2	48*

25: CCOc1ccccc1C(=O)Nc1cccc(-c2ccc3nncn3n2)c1
26: Cn1cccc1C(C(=O)NC1CCCCC1)N(C(=O)Cc1cccs1)c1ccc2c(c1)OCO2 (stereo not drawn)
27: COc1cc(C(=O)NCCC(C)C)c([N+](=O)[O-])cc1OC
28: Cc1cc(CCCCCCCCc2cc(C)cc(=O)o2)oc(=O)c1
29: CC(=O)Nc1cccc(-c2nnc(-c3ccccc3)o2)c1
30: Cc1ccc(C(=O)C(=S)N2CCOCC2)cc1
31: Cc1nc2c(C(=O)N3CCCCC3)cnn2c(C)c1Cc1ccccc1F
32: COc1cccc(C(=O)N2CCN(S(=O)(=O)Cc3ccccc3)CC2)c1
screen / no.	25	26	27	28	29	30	31	32
tim23-1 inh	-3	6	8	44	3	-2	25	28
tim10-1 inh	-3	16	-15	36	0	-7	23	14
Jurkat NFkB inh	1	5	-1	-5	-49	7	-86	9
XBP1 UPR activ	3	2	2	0	1	-3	0	2
CHOP UPR activ	0.3	-0.3	-2.2	1.5	3.2	-1.5	2.5	-1.3
697 NFkB inh	-10	7	-6	-22	-41	4	-110	16
Mdm2-MdmX inh	21	-1	-14	15	-34	10	12	10
TIM10 inh	-17	17	-7	27	20	-14	27	20

33: COc1ccc(NC(=O)N2CCCC(CCC(=O)N(C)CCc3ccccn3)C2)cc1 (stereo not drawn)
34: CC(=O)Nc1cc(-c2ccc(Cl)cc2)nn1-c1ccccc1
35: Cc1ccccc1Oc1ncnc2sccc12
36: Cc1ccc2c(c1)c1c(n2CC(O)Cn2nc(C)c(Br)c2C)C(=O)CCC1 (stereo not drawn)
37: O=C(COC(=O)c1ccc(O)cc1)Nc1cc(C(F)(F)F)ccc1Cl
38: COc1ccc(OC)c(NC(=O)CN2C(=O)C(C)N(c3ccc(C)cc3)C2=O)c1 (stereo not drawn)
39: CCOc1ccc(CN2CCNC(=O)C2CC(=O)NCCc2cnccn2)cc1 (stereo not drawn)
40: O=S1(=O)CCC(NC(=S)SCCOc2ccccc2)C1 (stereo not drawn)
screen / no.	33	34	35	36	37	38	39	40
tim23-1 inh	0	26	15	-8	16	1	18	1
tim10-1 inh	-7	19	-2	-4	-14	-10	20	-5
Jurkat NFkB inh	-6	-2	6	13	-1	-8	-2	3
XBP1 UPR activ	0	0	3	-9	4	-3	0	-3
CHOP UPR activ	1.0	0.4	0.9	-1.0	-0.4	0.1	1.8	12
697 NFkB inh	-9	20	7	5	-4	-17	-14	14
Mdm2-MdmX inh	10	1	27	27	13	3	-3	28
TIM10 inh	-14	11	3	13	-27	5	11	12

41: Cc1ccc(C)c(C2C(C#N)=C(N)Oc3cc(C)oc(=O)c32)c1 (stereo not drawn)
42: CCC(=O)N1c2ccc(S(=O)(=O)NC3CCCCC3)cc2CC1C (stereo not drawn)
43: CCOC(=O)c1[nH]c2ccccc2c1NC(=O)c1ccc(S(=O)(=O)N2CCCCC2)cc1
44: CCOc1ccc(NC(=O)COC(=O)c2ccc3c(c2)C(=O)N(CCc2ccccc2)C3=O)cc1
45: COc1ccccc1N(C)S(=O)(=O)c1ccc(C(=O)N(C)Cc2ccc(Cl)s2)cc1
46: Cc1ccc(NC(=O)CN2C(=O)NC(Cc3ccccc3)C2=O)cc1Cl (stereo not drawn)
47: COc1ccc(CNC(=O)C2(CC3CC(c4ccccc4)=NO3)CCN(C(=O)CCCCCBr)CC2)cc1 (stereo not drawn)
48: O=C(OCc1c(-c2ccccc2)ncc2ccccc12)c1ccc(C(F)(F)F)cc1
49: COc1cccc(NC(=O)COC(=O)/C=C/c2ccco2)c1
50: O=C(CCc1ccccc1)NNC(=O)COc1ccccc1Cl
screen / no.	41	42	43	44	45	46	47	48	49	50
tim23-1 inh	2	17	6	0	27	10	3	7	6	15
tim10-1 inh	4	12	13	-11	-1	-3	-6	4	4	-4
Jurkat NFkB inh	2	21	2	4	5	1	-5	21	3	12
XBP1 UPR activ	-1	-3	-3	1	-1	2	0	-2	-2	3
CHOP UPR activ	-0.5	0.3	1.6	5.2	-0.2	-1.2	1.4	0.7	-1.0	1.0
697 NFkB inh	13	-4	4	-8	11	18	26	0	3	1
Mdm2-MdmX inh	-9	6	3	-12	16	14	-4	78*	3	-11
TIM10 inh	18	6	6	2	-1	-3	-3	-1	-1	13

Filtered by structure: the entries above containing two or more sulfur atoms
1: CCOc1ccccc1NC(=O)C(OC(=O)c1ccccc1NS(=O)(=O)c1cccs1)c1ccccc1 (stereo not drawn)
15: CC(NC(=O)c1cccs1)C(=O)NC1=NCCS1 (stereo not drawn)
17: O=C(CSc1nnc(NC(=O)c2ccc(F)cc2)s1)NC1CCCC1
23: CCN(CC(=O)NCc1cccs1)C(=O)c1cc(S(=O)(=O)NCc2ccccc2)ccc1C
40: O=S1(=O)CCC(NC(=S)SCCOc2ccccc2)C1 (stereo not drawn)
45: COc1ccccc1N(C)S(=O)(=O)c1ccc(C(=O)N(C)Cc2ccc(Cl)s2)cc1
screen / no.	1	15	17	23	40	45
tim23-1 inh	0	16	-3	-10	1	27
tim10-1 inh	2	5	-17	-20	-5	-1
Jurkat NFkB inh	6	-13	14	-7	3	5
XBP1 UPR activ	0	0	0	-2	-3	-1
CHOP UPR activ	0.2	0.4	2.0	10.0	12	-0.2
697 NFkB inh	-2	-24	-48	-13	14	11
Mdm2-MdmX inh	5	21	-1	10	28	16
TIM10 inh	10	13	-5	2	12	-1
